Screening data as filed in PubChem.
proCasp3 act – activators of human procaspase-3 D3A mutant, primary screen, biochemical, absorbance, PC-3 D3A mutant, single concentration. recombinant procaspase-3 D3A, Ac-DEVD-pNA absorbance 405 nm. activation, % at 8.5 µM. 330,000 compounds, 0.11% hits. AID 463141, 2010;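 active means activation above the mean of all tested compounds plus 3 SD, cut at about 21% in these data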;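 further: 0% = DMSO alone and 100% = DMSO wells spiked with extra 5 µM PC-3 D3A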
Target sequence (P42574 whole entry D9A/D28A/D175A): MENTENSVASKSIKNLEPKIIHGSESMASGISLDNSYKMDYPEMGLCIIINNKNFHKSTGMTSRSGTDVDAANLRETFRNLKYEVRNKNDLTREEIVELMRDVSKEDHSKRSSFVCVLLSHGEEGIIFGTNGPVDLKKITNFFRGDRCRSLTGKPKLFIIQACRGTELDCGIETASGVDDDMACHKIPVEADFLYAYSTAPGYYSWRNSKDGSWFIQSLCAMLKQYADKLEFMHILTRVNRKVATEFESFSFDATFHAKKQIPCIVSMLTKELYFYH
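Assay system – Procaspase-3 D3A mutant · Benchmarks – DMSO low control, extra-enzyme high control · Technique – 405 nm absorbance of p-nitroaniline, reads at 0 and 120 min · Doses – 8.5 µM nominal · Measure – % activation between DMSO and enzyme-spiked controls · Also added – Ac-DEVD-pNA chromogenic peptide substrate · Schedule – 1 h compound preincubation, 2 h substrate hydrolysis at 25 °C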
core dimer inh – inhibitors of HCV core protein dimerization, primary screen, biochemical, TR-FRET, high-throughput; AID 1899, 2009; TR-FRET GST/Flag-core106 dimerization, 1536-well; 300,000 compounds, 0.33% hits; inhibition, % at 5 µM;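 active means inhibition above the mean of all tested compounds plus 3 SD, set per screening campaign, cut at about 45% in these data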
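System: GST/Flag-tagged HCV core106 proteins. Incubation: compound-protein-antibody incubation 4 h at 22.5 °C. Technique: HTRF with 340 nm excitation, 617/671 nm emission. Medium: KF-containing HEPES buffer, pH 7.45, DTT, CHAPS, BSA. Read-out: inhibition (%) from 671 over 617 nm ratio. Also added: Eu(K)-anti-GST 90 ng/mL plus XL665-anti-Flag 1 µg/mL.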
VLA-4 inh – inhibition in human VLA-4 binding assay, primary screen, VLA-4 allosteric modulator project, MLPCN library, flow cytometry, VLA-4 expressing cells. inhibition, % (about 7 µM as worked out from the volumes in the protocol). Integrin alpha-4 (Homo sapiens), P13612. ligand binding flow cytometry. 330,000 compounds, 0.2% hits; in the data active means inhibition above about 50%
PP1 inh – PP1-alpha phosphatase inhibitors, primary screen, counter-screen for PP5 inhibitor project, biochemical, fluorescence, OMFP substrate, single point. inhibition, % at 6.7 µM. Serine/threonine-protein phosphatase PP1-alpha catalytic subunit (Homo sapiens), P62136. purified PP1alpha. 320,000 compounds, 0.9% hits;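 active means inhibition above the mean inhibition of all tested compounds plus 3 SD, computed separately for each screening campaign, cut at about 15% in these data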
Target sequence (P62136 whole entry, looked up): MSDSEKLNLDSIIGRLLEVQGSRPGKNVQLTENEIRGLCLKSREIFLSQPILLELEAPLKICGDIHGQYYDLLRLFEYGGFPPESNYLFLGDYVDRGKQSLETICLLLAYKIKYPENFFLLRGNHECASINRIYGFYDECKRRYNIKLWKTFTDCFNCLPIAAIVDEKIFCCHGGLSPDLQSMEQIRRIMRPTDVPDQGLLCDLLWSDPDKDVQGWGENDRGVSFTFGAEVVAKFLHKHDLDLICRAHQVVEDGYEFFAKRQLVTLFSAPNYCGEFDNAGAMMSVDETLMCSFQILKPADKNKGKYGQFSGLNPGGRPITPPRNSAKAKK
proCasp7 act – procaspase-7 activators, primary screen, counter-screen for procaspase-3 activator project, biochemical, absorbance, HTS, human; Caspase-7 (Homo sapiens), P55210; recombinant procaspase-7, Ac-DEVD-pNA absorbance 405 nm; D23A/D198A/D206A triple mutant, cannot self-cleave; scale: DMSO 0, 5 µM enzyme 100; activation, % at 8.5 µM; 330,000 compounds, 0.093% hits;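 active means percent activation above the screen-wide mean plus 3 SD, cut at about 25% in these data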
Target sequence (P55210 whole entry D23A/D198A/D206A): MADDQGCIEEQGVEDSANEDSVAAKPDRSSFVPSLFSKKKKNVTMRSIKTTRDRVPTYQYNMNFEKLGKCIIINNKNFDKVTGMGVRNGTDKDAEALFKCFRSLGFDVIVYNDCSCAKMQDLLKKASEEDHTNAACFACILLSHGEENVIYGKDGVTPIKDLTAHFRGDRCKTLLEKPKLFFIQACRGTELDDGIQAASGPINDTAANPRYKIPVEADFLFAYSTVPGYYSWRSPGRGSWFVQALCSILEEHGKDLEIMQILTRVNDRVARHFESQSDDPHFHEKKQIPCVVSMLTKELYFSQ
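Detection: p-Nitroaniline absorbance at 405 nm, read at 0 and 120 min; system: Uncleavable procaspase-7 mutant enzyme; evaluation: % activation from two-timepoint absorbance difference, scaled to controls; times: 1 h enzyme–compound preincubation and 2 h substrate reaction, both 25 °C; buffer or medium: Zinc-free HEPES pH 7.4 with 300 mM NaCl, 0.01% Triton X-100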
Fh CTSL1 inh – Fasciola hepatica cathepsin L1 inhibitors, primary screen, counter-screen for PFM18AAP inhibitor project, biochemical, QFRET, fluorogenic peptide substrate; 300,000 compounds, 0.49% hits; inhibition, % at 5.96 µM; AID 1906, 2009; recombinant F. hepatica cathepsin L1, Z-Leu-Arg-MCA fluorescence;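 active means inhibition above the mean of all tested compounds plus 3 SD, set per screening campaign, cut at about 17% in these data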;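 further: 0% = plate median of test compound wells and 100% = 1 µM Z-Phe-Ala-diazomethylketone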
GRK2 inh – compounds blocking aptamer binding on GRK2 – biochemical, human GRK2, bead flow cytometry, HTS, primary screen. FAM-aptamer displacement from GRK2. inhibition of aptamer binding, % at 10 µM. 330,000 compounds, 0.59% hits;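 active means inhibition of aptamer binding above 40%, roughly 3 SD of noise, on plates passing a quality check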;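 further: median bead fluorescence of bound FAM aptamer so fluorescent compounds give negative values; no value below 0 was filed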
PP5 primary – PP5 phosphatase inhibitors, primary screen, biochemical, fluorescence; Serine/threonine-protein phosphatase 5 (Homo sapiens), P53041; 320,000 compounds, 0.18% hits; inhibition, % at 6.7 µM; purified PP5c, OMFP substrate fluorescence;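 active means inhibition above the campaign's mean inhibition across all tested compounds plus 3 SD, cut at about 9.5% in these data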;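 further: 0% = DMSO only and 100% = 100 µM cantharidin control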
GASC-1 inh – inhibitors of GASC-1 histone demethylase, primary screen, biochemical, fluorescence, DELFIA europium | inhibition, % at 2.35 µM | 330,000 compounds, 0.069% hits | GST-JMJD2C(1-420) H3K9me3 demethylation | Lysine-specific demethylase 4C (Homo sapiens), Q9H3R0 | AID 2099, 2009;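 active means more than half of a compound's replicate wells show inhibition beyond 50%, single wells judged on their own value; inconclusive means some, but no more than half, of replicates pass 50% inhibition; inactive means no replicate passes 50% inhibition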;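 further: signal counts dimethyl H3K9 product captured on neutravidin plate; 0% = median of DMSO wells and 100% = 0.3 times that DMSO median; strong numbers were not always called active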
Numbers without * were called inactive; ? = inconclusive; nt = no result given.

SMILES	proCasp3 act	core dimer inh	VLA-4 inh	PP1 inh	proCasp7 act	Fh CTSL1 inh	GRK2 inh	PP5 primary	GASC-1 inh
COc1ccc(Nc2cc(Cl)nc(N)n2)cc1OC	6	-6	8	-1	6	0	6	2.6	17
Oc1ccc(-c2[nH]nc(-c3ccccc3)c2-c2nc3ccccc3[nH]2)cc1	-2	5	8	-2	10	0	2	0.5	7
COc1ccc(NC(=O)CS(=O)(=O)c2ccc(F)cc2)cc1	3	10	6	-5	-4	0	0	-1.1	-26
O=C(c1cnn2c(C(F)F)cc(-c3ccccc3)nc12)N1CCCc2ccccc21	-10	4	-9	6	0	4	2	3.3	8
CCOC(=O)CSC1=NC(=O)CS1	-10	-4	-3	1	-4	-3	1	2.2	0
CCN(CC)C(=O)C(=O)c1c(-c2ccccc2)[nH]c2ccccc12	4	-4	-1	0	0	0	3	0.4	-3
CCn1c(SCC(=O)NC2CCCCC2)nnc1-c1cc2cccc(OC)c2o1	7	-1	-17	-4	6	4	1	0.7	-1
Cc1cc(C)c(NC(=O)C(C)(C)C)c(Cl)c1	-2	-5	2	2	2	-2	1	0.1	6
O=C1NC(c2ccccc2)(C(F)(F)F)SC2=NCCCN12 (stereo not given)	-1	-7	3	-3	4	-4	1	1.7	-2
CCc1ccc(NC(=O)CNC(=O)Cn2ccc3ccccc3c2=O)cc1	-3	1	10	5	7	0	0	-1.1	11
CN1CCN(S(=O)(=O)c2ccc(SCCOc3ccccc3)nc2)CC1	3	12	6	-3	8	0	0	0.6	19
Cc1ccccc1CNC(=O)Cn1cnc(S(=O)(=O)N2CCCC2)c1	2	-11	-10	0	2	-9	1	1.2	1
CC(C)NC(=O)c1ccc2c3n(nc2c1)-c1ccccc1CO3	4	-10	-1	1	-3	-4	1	0.3	nt
CC1CC(=O)Nc2ccccc2N1S(=O)(=O)c1cccc(Cl)c1 (stereo not given)	-2	0	2	1	-4	-3	5	1.8	-5
Nc1nc(SCC(=O)Nc2ccc([N+](=O)[O-])cc2)[nH]c(=O)c1NC(=O)c1ccc(Br)o1	1	-1	7	-5	1	2	0	-5.7	-6
CCN1C(=O)[C@@H]2[C@@H](c3ccc(-c4ccc(Cl)c(Cl)c4)c(OC)c3)N3CCCC[C@@]3(C(=O)OC)[C@@H]2C1=O	4	5	16	-1	0	3	2	2.0	-5
Cc1ccc(Cl)cc1N1CCN(Cc2nc3ccsc3c(=O)[nH]2)CC1	0	8	9	4	-6	0	1	2.1	8
COc1ccc(-c2cc3nc(C)c(CCC(=O)N4CCN(c5ccccn5)CC4)c(C)n3n2)c(OC)c1	1	-1	11	-2	7	2	2	0.0	11
Cc1cc(C)cc(NC(=O)C(=O)NCCc2c[nH]c3ccccc23)c1	-4	-1	7	-1	9	2	1	2.1	-1
CCCNc1nc2ccccc2c(=O)[nH]1	-10	0	3	1	3	-3	0	0.9	-4
COc1ccc(CCNC(=O)C23CCC(C)(C(=O)C2=O)C3(C)C)cc1OC (stereo not given)	-1	-3	-2	0	2	-1	0	1.8	3
Cc1ccc(O)c(C(CC(=O)N2CCCC2)c2ccccc2)c1 (stereo not given)	5	-1	7	0	9	-1	1	0.0	1
O=C(CSc1ccccc1F)NC1CCS(=O)(=O)C1 (stereo not given)	-5	0	3	-4	3	-1	0	1.1	9
O=C(CN1CCC(n2nnc3cc(F)ccc32)CC1)NCc1ccco1	-10	15	-12	-2	0	2	2	1.4	7
NC(=O)c1nsc(C(=O)N(c2ccc3c(c2)OCO3)C(C(=O)NCC2CCCO2)c2ccc(F)cc2)c1N (stereo not given)	-17	7	0	0	-27	1	4	0.3	10
O=C(NCc1ccc2c(c1)OCO2)c1cc(-c2cc(Cl)ccc2O)n[nH]1	9	-2	-1	-2	-1	-4	2	-0.4	0
CCOc1ccccc1N1CCN(C(=O)NC(C)c2ccc(F)c(F)c2)CC1 (stereo not given)	18	-11	17	-2	-4	-2	0	1.5	0
Cc1ccc(S(=O)(=O)N2CCC(C)CC2)c([N+](=O)[O-])c1	-3	-1	-40	-3	-5	3	2	1.0	-13
O=C(OCC(=O)N(C1CCCCC1)C1CCCCC1)c1ccc(O)cc1	5	5	3	-3	5	0	3	1.9	12
CC(C)N1CCC(N2CCN(C3CCCC3)CC2CCO)CC1 (stereo not given)	7	-1	2	-3	3	0	0	-1.4	0

Shown as labelled records: entries from further up.
COc1ccc(NC(=O)CS(=O)(=O)c2ccc(F)cc2)cc1
  proCasp3 act: 3	core dimer inh: 10	VLA-4 inh: 6	PP1 inh: -5	proCasp7 act: -4	Fh CTSL1 inh: 0	GRK2 inh: 0	PP5 primary: -1.1	GASC-1 inh: -26

O=C(c1cnn2c(C(F)F)cc(-c3ccccc3)nc12)N1CCCc2ccccc21
  proCasp3 act: -10	core dimer inh: 4	VLA-4 inh: -9	PP1 inh: 6	proCasp7 act: 0	Fh CTSL1 inh: 4	GRK2 inh: 2	PP5 primary: 3.3	GASC-1 inh: 8

Carrying on.
SMILES	proCasp3 act	core dimer inh	VLA-4 inh	PP1 inh	proCasp7 act	Fh CTSL1 inh	GRK2 inh	PP5 primary	GASC-1 inh
Cc1ccc(-c2cc(-c3ccccc3O)nc(N/N=C/c3cccnc3)n2)cc1	-2	19	8	0	2	6	0	1.7	nt
COc1cccc(C2C3=C(CC(C)(C)CC3=O)Nc3cc(OC)c(OC)cc32)c1 (stereo not given)	3	-3	6	1	9	4	0	3.2	-4
COc1cc(N)ccc1NC(=O)c1cc2ccccc2o1	-9	-6	0	0	-15	2	0	0.9	-2
CC(=O)N(c1cccc(Br)c1)c1nc(C)cc(C)c1C#N	1	2	28	-2	0	1	0	2.5	-8
COc1ccc2c(COC(=O)[C@H](C)NS(=O)(=O)c3ccccc3F)cc(=O)oc2c1	13	nt	-3	nt	5	nt	2	nt	1
CC(C)CC(NC(=O)C1CCC(=O)N1)C(=O)NC(CC(C)C)C(=O)N1CCCC1C(N)=O (stereo not given)	-1	11	4	-3	-4	17*	1	2.1	?
COc1ccc(S(=O)(=O)N2CCCCCC2)cc1C(=O)Nc1cccc(C)n1	-8	8	-11	-4	10	1	0	-0.8	7
COc1ccc(S(=O)(=O)Nc2cccc3c2O[C@@H](CN(C)Cc2ccc(C(=O)O)cc2)[C@@H](C)CN([C@H](C)CO)C3=O)cc1	1	nt	0	nt	-3	nt	4	nt	1
Cc1cc(C)n(-c2nc(SCCN(C)C)c3c4c(sc3n2)CCCC4)n1	-7	5	41	4	6	2	0	0.3	-12
Brc1ccc(-c2csc(N/N=C/c3ccco3)n2)cc1	2	-3	6	4	-5	3	0	1.4	7
CCOC(=O)c1c(NC(=O)C(=O)N/N=C/c2ccc(O)c(OC)c2)sc2c1CCCCC2	-8	32	8	4	3	2	0	1.4	-2
CN(C)CCOC(=O)C1(c2ccccc2)CCCC1	-2	1	14	-2	4	-6	1	1.6	14
CC1CCCCC1NC(=O)c1cccc(NC2=NC3CS(=O)(=O)CC3S2)c1 (stereo not given)	-1	-16	-13	1	4	-3	2	-0.3	12
Cc1coc2c(C)c3oc(=O)cc(-c4ccccc4)c3cc12	-10	0	-10	0	5	3	0	2.6	17
O=C(CNC(=O)c1ccc2c(c1)OCO2)N/N=C(Br)/C=C/c1ccccc1	-1	4	22	2	-7	-2	0	-0.3	0
CCOC(=O)c1sc(NC(=O)C(C)C)c(C#N)c1C	-5	-6	-3	2	-31	0	0	0.7	-6
Cc1cc2c(c(=O)n1C)C(Cc1ccccc1)C(C#N)=C(N)O2 (stereo not given)	38*	-2	-20	-2	47*	4	1	1.6	-5
Cc1cccc(N2C(=O)CC(N3CCOCC3)C2=O)c1 (stereo not given)	-7	-9	4	2	0	-3	3	0.5	1
COc1cc(C2C(C#N)=C(N)Oc3cc(O)ccc32)cc2c1OCO2 (stereo not given)	-1	5	8	0	5	0	2	0.3	2
COc1ccc(OC)c(NC(=O)Nc2ccc(O)c3ccccc23)c1	-25	-7	8	-4	-26	1	0	2.2	-6
CCOC(=O)c1c(C)c(C#N)c2c3ccccc3ccn12	-1	-5	16	-2	3	-3	0	3.1	21
O=C(NC(=S)Nc1ccc(S(=O)(=O)Nc2ccccc2)cc1)C1CC1	1	4	6	2	8	-3	3	3.5	7
CC1CN(C(=O)c2cc3c(=O)n4ccccc4nc3s2)CC(C)O1 (stereo not given)	-1	0	5	-1	-1	3	0	3.9	-17
CN(C)CCOC1c2ccccc2CSc2ccccc21 (stereo not given)	-4	1	0	-3	-4	0	0	-2.0	-4
O=C(CCOc1ccccc1)N1CCN(S(=O)(=O)c2cccs2)CC1	5	0	-3	-6	-3	-5	0	-0.2	-1
